# From PubChem
# MT stabilize HCS – microtubule stabilizers in HeLa cells; HeLa tubulin immunostaining HCS, 24 h; share of cells brighter than vehicle mean+2SD; % tubulin-high responders, % at 10 µM; 0.83% of 200,000 active;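 active = plate Z-score above 3 for both tubulin-high and condensed-nucleus cell shares, with cell loss under 80%, at 10 µM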;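 also: anti alpha tubulin signal scored within the nucleus-defined area of each cell; some results filed as inactive read as strong as hits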
# NOD1 inhibition – inhibition of NOD1-driven NF-kB reporter – cell-based, luminescence, uHTS, primary screen (AID 1578) | NOD1-driven NF-kB luciferase reporter cells, luminescence; higher % means a stronger effect | inhibition, % at 4 µM, or EC50 in µM where a hit was titrated | 1% of 290,000 active; in the data active = inhibition mostly above about 36%, no sharp cut-off; inactive = mostly below about 34%;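 also: HEK-293T reporter cells stimulated with the NOD1 agonist gamma-tri-DAP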
# M17LAP inhibition – P. falciparum M17LAP inhibitors, primary screen, biochemical, fluorogenic H-Leu-NHMec substrate, 1536-well (AID 1619) | recombinant M17LAP, H-Leu-NHMec fluorogenic kinetic assay; higher % means a stronger effect | 0.38% of 220,000 active | inhibition, % at 30 µM, or IC50 in µM where a hit was titrated;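 active = compound inhibiting the enzyme by more than half at any dose during confirmatory dose-response retesting; inconclusive = strong single-dose inhibitors picked by rank but not retested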;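 also: plate controls were full reaction with DMSO carrier for no effect and no enzyme background for full effect; strong numbers were not always called active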
# Autophagy HCS – modulators of autophagy. MEF GFP-LC3 puncta imaging; test concentration mostly 10 µM. calls only at 10 µM (by protocol). 0.98% of 190,000 active. AID 463193;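 active = percentage of spot-positive cells more than 3 SD above its plate mean, without a fluorescence outlier flag or 80% toxicity; inconclusive = no clear call, values can overlap the other calls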;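 also: spot-positive cell cutoff set from DMSO-treated cells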
# Yfh1-off respiration – enhancers of respiration in Yfh1-depleted yeast, dose response, Friedreich's ataxia, plus single-dose screen (AID 1465) | one-dose fold induction at 50 µM; EC50 in µM for titrated hits | 0.074% of 220,000 active | S. cerevisiae Yfh1-off respiration, WST-1 reduction, 72 h; higher fold induction means a stronger effect;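 active = fold induction of absorbance versus untreated yeast above a set limit, then at least 30% activation at any dose in follow-up; inconclusive = repeats straddling the limit, or above it without dose testing; inactive = fold induction below the set limit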;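 also: activators that raise dye reduction in frataxin-depleted yeast; strong numbers were not always called active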
# NOD2 inhibition – NOD2 signaling inhibitors, cell-based, luminescence, uHTS, HEK293 (AID 1566); HEK293 NOD2/NF-kB luciferase reporter, luminescence; higher % means a stronger effect; inhibition, % at 4 µM, or EC50 in µM where a hit was titrated; 0.63% of 290,000 active; in the data active = inhibition above about 50%; also: many of its hits are not listed in these tables
# Dynein cargo inh – blocks dynein driven cargo transport along microtubules; 0.47% of 220,000 active; 3617.4 mouse cells, GR-EGFP nuclear translocation imaging; test concentration mostly 20 µM; stimulated with dexamethasone, 1 µM; active compounds read low; z-score, hits read low;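 active = plate z-score of nuclear minus cytoplasmic receptor signal below a set negative limit, without overly bright fluorescence or cell loss, cut at about -3.5 in these data, passing the limit was not always enough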;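 also: z-score of nuclear minus cytoplasmic ring GR-EGFP intensity difference per well; some compounds called inactive have numbers as strong as hits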
#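 medium = tetracycline-free induction medium containing charcoal-stripped FBS | probe or stimulus = dexamethasone, 1.0 µM final | timing = 48 h induction, then 1 h compound, then 30 min agonist, 37 °C | detection = automated 10x imaging of fixed Hoechst-stained cells | read-out basis = nuclear versus cytoplasmic GR-EGFP signal, averaged per well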
# b-catenin transl – modulators of beta-catenin nuclear translocation. HeLa beta-catenin nuclear translocation, immunofluorescence imaging. nuclear translocation activity, % at 5 µM. 0.3% of 190,000 active;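 active = nuclear translocation activity above 50% at 5 µM, with a well cell count of 50 or more; inconclusive = wells under 50 cells across six images, flagged as toxic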;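 also: per-cell ratio of nuclear to cytoplasmic median beta-catenin stain intensity; plate controls were DMSO negative control for no effect and GSK-3 inhibitor IX positive control for full effect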
#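 Test system: human HeLa cells, endogenous beta-catenin. Times: 24 h compound exposure, 37°C. Measured by: beta-catenin immunofluorescence imaging with DAPI.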
# Ins promoter up – MIN6 insulin promoter up-regulation | MIN6 insulin promoter-GFP reporter, high-content imaging; active compounds read high | z-score at 5 µM | 0.3% of 190,000 active | AID 1625;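 active = z-score above 3 at 5 µM with at least 500 cells counted in the well; inconclusive = wells under 500 cells, flagged as cytotoxic or low count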
# Dynein cargo inh cytoplasmic EGFP – further read-out of Dynein cargo inh, marked with its call; z-score; measured here: cytoplasmic GR-EGFP intensity; active compounds read high
# Dynein cargo inh nuclear GR-EGFP – further read-out of Dynein cargo inh, marked with its call; z-score; measured here: nuclear GR-EGFP intensity;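 lower value marks the stronger effect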
# Dynein cargo inh cell count – further read-out of Dynein cargo inh, marked with its call; z-score; measured here: cell count per field
# Ins promoter up cell count – second read-out of Ins promoter up, no call of its own (marks repeat the call); cell count; measured here: cytotoxicity, nuclei count;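 total cells summed across four imaged fields per well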
# b-catenin transl cell count 5 µM – further read-out of b-catenin transl, marked with its call; cell count; measured here: cell count, cytotoxicity flag
# MT stabilize HCS Hoechst-high % – second read-out of MT stabilize HCS, no call of its own (marks repeat the call); % Hoechst-high responders; measured here: nuclear condensation Hoechst responders;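 share of cells brighter than vehicle mean plus two SD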
# MT stabilize HCS cytotoxicity % – further read-out of MT stabilize HCS, marked with its call; toxicity, %; measured here: cytotoxicity by cell density;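 0% = mean cell density of plate MIN control wells and 100% = no cells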
# Autophagy HCS cell loss 18 h – further read-out of Autophagy HCS, marked with its call; toxicity, %; measured here: cell loss, nuclei count;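 cell loss after 18 h compound exposure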
# * hit, by the source's call; i = inactive; ? = inconclusive; . = not tested or not shown. A portion of the library; rates above refer to the full screens.
Structure,MT stabilize HCS,MT stabilize HCS Hoechst-high %,MT stabilize HCS cytotoxicity %,NOD1 inhibition,M17LAP inhibition,Autophagy HCS,Autophagy HCS cell loss 18 h,Yfh1-off respiration,NOD2 inhibition,Dynein cargo inh,Dynein cargo inh cytoplasmic EGFP,Dynein cargo inh nuclear GR-EGFP,Dynein cargo inh cell count,b-catenin transl,b-catenin transl cell count 5 µM,Ins promoter up,Ins promoter up cell count
CCCOc1ccc(C(O)CCNC(CC(=O)O)c2ccccc2)cc1 (stereo not given),3.4,3.1,10,6%,-7%,i,1,i,16%,-0.67,-0.32,-0.6,0.38,-0.4,910,.,.
Cc1nc2ccccc2c2oc(C(=O)NCCCN3CCCC3=O)cc12,4.0,1.8,6.7,6%,-4%,i,-10,i,17%,0.065,-0.22,0.23,0.48,0.8,1033,-1.6,1076
CC12CCC(C(=O)NCc3ccccc3Cl)(C(Br)C1=O)C2(C)C (stereo not given),2.3,3.2,5.8,49%,-4%,i,4,i,17%,-0.37,-0.31,-0.5,0.9,-2.0,513,-0.01,1166
O=C(Cn1nnc(-c2cccc(C(F)(F)F)c2)n1)N1CCCCCC1,2.0,1.7,8.8,5%,12%,i,1,.,15%,-0.86,0.0074,-0.24,0.83,.,.,-0.86,973
CCOC(=O)C1CC2CC(C1)CN(C(=O)C1CCCCC1)C2 (stereo not given),4.6,2.7,6.3,-19%,-8%,i,16,i,-14%,1.1,-0.35,0.8,0.16,4.4,1129,0,1032
COc1ccc(C(=O)NC(=S)N2CCCc3ccccc32)cc1OC,3.0,1.6,0.1,-18%,0%,i,4,i,1%,1.9,-0.19,1.2,-1.1,2.1,912,0.07,1546
O=C(CN1CCCC1)N1c2ccccc2Sc2ccc(C(F)(F)F)cc21,2.6,1.4,0.1,-30%,26%,i,-7,i,0%,-0.34,-0.23,-0.36,0.55,-0.3,338,.,.
Cc1ccc2cc(C3CC(c4ccco4)=NN3S(C)(=O)=O)c(Cl)nc2c1 (stereo not given),.,.,.,-6%,-8%,.,.,i,-11%,0.56,-0.2,0.24,0.093,-0.5,1095,-0.17,1472
N#CC1=C(SCc2ccccc2Cl)NC(=O)C(C(N)=O)C1 (stereo not given),3.4,2.6,6.0,-10%,-97%,i,0,i,-4%,1.4,-0.25,1.3,-0.76,-6.6,926,0.81,1192
Cc1ccc2oc(=O)c3cnn(CC(=O)NCCN4CCOCC4)c3c2c1,3.5,2.1,0.0,-14%,-11%,i,-16,i,-4%,-0.16,-0.23,0.17,0.43,-1.0,1161,0.4,1808
CCC(C)n1c(SCC(=O)Nc2cc(C(C)(C)C)nn2-c2ccccc2)nc2ccccc2c1=O (stereo not given),4.3,4.1,1.4,-9%,4%,i,12,i,-18%,-0.48,0.052,-0.59,0.5,-6.4,509,-0.68,1344
CC1(C)CC(=O)C(C=NCCN2CCN(CCCCS(=O)(=O)O)CC2)=C(O)C1,3.4,1.8,8.1,-14%,9%,i,-1,i,-4%,-0.078,-0.42,0.13,0.71,-1.9,1153,0.22,1812
O=C(NNC1=NCCCCC1)c1ccccc1,3.0,1.5,9.1,.,-3%,i,14,i,10%,-1.1,0.15,0.15,0.38,1.1,1441,0.33,1597
Cc1ccc(/C(O)=C2\C(=O)C(=O)N(CC(C)O)C2c2cccc(F)c2)cc1 (stereo not given),3.0,2.4,6.1,-29%,2%,i,12,i,-7%,-1.2,-0.31,0.013,1.1,0.8,1047,0.45,1720
Cc1cc(C)cc(NC(=S)NCCN2CCOCC2)c1,4.4,1.7,6.4,.,.,i,14,i,.,-1,-0.18,-0.8,6.4,.,.,.,.
S=c1[nH]ncn1/N=C/c1ccccn1,2.4,1.5,6.6,-1%,1%,i,-12,i,17%,0.26,-0.16,0.89,0.25,-1.1,1220,.,.
CCOc1ccc(NCc2nnc(SCC(=O)Nc3cc(C)on3)n2-c2ccccc2OC)cc1,24*,12*,25*,-14%,8%,i,18,i,8%,-0.21,-0.057,0.01,-2.2,0.6,1258,.,.
Cc1[nH]c2ccccc2c1C(=O)CN1CCCCC1C (stereo not given),1.9,2.8,8.3,26%,6%,i,-14,i,3%,-0.36,-0.2,-0.11,0.3,-4.3,910,.,.
O=C(COC(=O)c1cccnc1Cl)Nc1ccc2c(c1)OCO2,2.9,2.6,9.1,-21%,1%,i,-3,i,0%,0.73,-0.19,0.65,-1.5,0.3,1188,0.93,1124
O=C(COC(=O)C1CCN(S(=O)(=O)c2cccc3cccnc23)CC1)c1ccccc1,2.3,2.8,6.1,-17%,-10%,i,5,i,12%,-0.22,-0.31,-0.53,0.65,0.6,926,.,.
O=C(c1ccc(S(=O)(=O)N2CCOCC2)cc1)N(c1ccccn1)C1CCCCC1,.,.,.,-5%,1%,.,.,i,-14%,0.082,-0.21,0.056,0.79,-1.4,1303,0.88,1061
COc1ccc(C(c2c(C)[nH]n(C(N)=S)c2=O)C(C#N)C#N)cc1 (stereo not given),2.4,1.4,3.8,-14%,20%,i,3,.,5%,-4.1*,1.2*,-2.6*,-1.3*,3.5,579,.,.
O=C(Nc1ccc2c(c1)OCO2)c1cnn2c(C(F)(F)F)cc(-c3ccco3)nc12,9.3,11,20,-54%,5%,i,12,i,31%,0.58,-0.41,0.45,-0.16,-1.4,1176,-0.04,1031
Cc1ccc(NC2=NC(c3ccc(C)cc3)n3c(nc(C)cc3=O)N2)cc1 (stereo not given),3.0,1.9,8.5,17%,0%,i,5,i,22%,-0.28,-0.21,0.22,-0.14,-0.5,1154,-0.96,1386
O=C(Nc1ccccc1)C1=C[C@@H](c2ccc(C(F)(F)F)cc2)C[C@@H](OCc2ccc(CO)cc2)O1,1.2,1.5,5.5,-6%,0%,i,29,i,-10%,0.26,-0.25,0.42,-0.51,2.4,1124,-1.1,1292

# Next records
Structure,MT stabilize HCS,MT stabilize HCS Hoechst-high %,MT stabilize HCS cytotoxicity %,NOD1 inhibition,M17LAP inhibition,Autophagy HCS,Autophagy HCS cell loss 18 h,Yfh1-off respiration,NOD2 inhibition,Dynein cargo inh,Dynein cargo inh cytoplasmic EGFP,Dynein cargo inh nuclear GR-EGFP,Dynein cargo inh cell count,b-catenin transl,b-catenin transl cell count 5 µM,Ins promoter up,Ins promoter up cell count
COc1ccc(CCNC(=O)Cn2cnc3c(nnn3Cc3ccccc3F)c2=O)cc1OC,1.0,2.4,5.5,-32%,7%,i,-9,i,9%,-0.54,-0.19,0.23,-0.79,-0.7,1181,0.15,1183
COc1ccc(NC(=O)C2CC(c3ccc(OC)c(OC)c3)=NO2)cc1OC (stereo not given),5.5,2.8,7.0,12%,-5%,i,-26,i,12%,-0.0039,-0.19,0.33,-0.24,.,.,.,.
CC(NC(=O)c1ccco1)c1ccc2c(c1)OCCO2 (stereo not given),2.7,1.9,5.9,-39%,3%,i,9,i,17%,-0.74,-0.061,-0.51,0.41,-3.3,534,.,.
NNC(=O)c1ccc2[nH]c3c(c2c1)CCCC3,2.4,1.4,0.9,-1%,32%,i,17,i,11%,-0.72,1.5,-0.07,0.077,-1.6,1117,-0.66,1353
CC(C)(C)c1ccc(C(=O)Nc2ccc(Oc3cccnc3)nc2)cc1,.,.,.,29%,1%,.,.,i,27%,0.17,-0.27,-0.32,0.33,2.7,1092,0.44,1347
COc1cccc(/C=N/NC(=O)CNC(=O)c2ccc(S(=O)(=O)N3CCOCC3)cc2)c1OC,3.6,2.6,3.8,-17%,3%,i,6,i,20%,-0.25,-0.21,-0.47,0.73,-0.6,971,0.35,1395
O=C(CN1C(=O)COc2ccccc21)NCCN1CCc2ccccc2C1,2.7,2.4,6.5,-1%,-2%,i,-6,i,-5%,-1,-0.23,-0.5,-0.39,.,.,0.27,1166
CCCCN(C)CCNC(=O)CCNC(=O)Cn1ccc2ccccc2c1=O,3.4,2.7,8.3,-28%,-4%,i,6,i,-3%,-0.13,-0.33,0.24,0.29,-1.2,1046,-1.5,1198
COc1ccc(C2NCCC3(O)CCCCC23)c(OC)c1OC (stereo not given),1.7,1.2,1.3,-11%,-3%,i,6,i,10%,0.41,-0.2,0.015,0.19,-7.9,994,0.72,1421
Cc1ccc(NC(=O)C(C)S)cc1 (stereo not given),.,.,.,-5%,-8%,.,.,?,-40%,0.2,-0.23,0.69,-1.2,-1.4,1292,1.7,780
CC(C)C(NC(=O)c1cccc(S(=O)(=O)N2CCOCC2)c1)C(=O)NCCc1ccccn1 (stereo not given),4.5,4.9,4.5,5%,1%,i,-16,i,-6%,0.45,-0.34,0.32,0.32,-2.4,1179,0.07,1205
CN(C)S(=O)(=O)c1ccc2c(c1)nc(CCC(=O)Nc1ccc(N3CCOCC3)cc1)n2C,3.8,0.8,7.6,23%,0%,i,4,i,-8%,-0.46,-0.22,0.33,0.11,2.7,847,0.48,1581
Cc1nn(C)c(NC(=O)c2ccc([N+](=O)[O-])cc2)c1Cl,.,.,.,-7%,-2%,.,.,i,16%,0.43,-0.23,-0.03,-0.042,-0.6,1276,-0.44,1054
Cn1cccc1C(=O)NC(=O)COC(=O)C12CC3CC(CC(O)(C3)C1)C2,3.1,1.8,7.0,-21%,0%,i,-3,i,-18%,-0.59,-0.22,-0.34,-0.022,.,.,0.19,984
COc1cc(O)c(C(CCN2CCN(c3ccccc3)CC2)c2ccc3c(c2)OCO3)c(OC)c1 (stereo not given),.,.,.,-11%,13%,.,.,i,-10%,-0.83,-0.81,-0.34,0.8,-0.9,1098,-1.3,972
